Luc counter: Counterscreen for Luciferase (Kinase-Glo TM) Inhibition | Luciferin 4-monooxygenase (Photuris pensylvanica), Q27757 | Kinase-Glo luciferase, ATP luminescence, 8 min | Potency, µM (doses to about 38.3 µM), for the others: at the top dose activity change, negative = inhibition, most hits filed as inhibitors | actives 0.28% (n = 200,000); also: % is scaled to controls: 0 for no effect and ±100 for the full control effect; nearly all actives have a fitted effect of over 60% in size
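Inhibition of Kinase-Glo luciferase light generation was assessed at 10 uM ATP in pH 7.2 imidazole buffer, with luminescence measured after eight minutes at ambient temperature.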
IMPase Li inh: qHTS Assay for Identifying the Cell-Membrane Permeable IMPase Inhibitors: Potentiation with Lithium; CHO-M1 cells, IP1 TR-FRET (IP-One), carbachol + lithium; Potency, µM (series often up to 59.4 µM), for the others: at the top dose activity, negative = IMPase inhibition, usual class: inhibitors; actives 0.35% (n = 210,000); AID 1457, 2008;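 also: IP1 builds up when IMPase is blocked and the TR-FRET signal falls; plate controls were basal vehicle for no effect and high inhibitor control for full effect; nearly all actives have a fitted effect of over 50% in size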
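CHO cells stably expressing M1 receptor (2000/well, cultured 16–30 h) treated 30 min at 37C with compound plus low lithium. Cytosolic IP1 by TR-FRET (665/620 ratio and 620 channel) after 10 min lysis; AC50 by Hill fit.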
RGS12 GoLoco inh: qHTS Assay for Inhibitors of RGS12 GoLoco Motif Activity (Red Fluorophore); Potency, µM (series often up to 61.6 µM), without a hit: at the top dose activity, negative = inhibition, most hits filed as inhibitors; actives 0.44% (n = 230,000); Gai1:RGS12 GoLoco peptide FP, rhodamine, 10 min; Guanine nucleotide-binding protein G(i) subunit alpha-1 (Homo sapiens), P63096; active = well fitted inhibition curve with a large enough effect, not every such curve was filed as active; inactive = no such curve, though single readings can be large or run the other way; also: % is scaled to controls: 0 for no effect and ±100 for the full control effect; nearly all actives have a fitted effect of over 30% in size; many of its hits are not listed in these tables
Target sequence (P63096 whole entry, looked up): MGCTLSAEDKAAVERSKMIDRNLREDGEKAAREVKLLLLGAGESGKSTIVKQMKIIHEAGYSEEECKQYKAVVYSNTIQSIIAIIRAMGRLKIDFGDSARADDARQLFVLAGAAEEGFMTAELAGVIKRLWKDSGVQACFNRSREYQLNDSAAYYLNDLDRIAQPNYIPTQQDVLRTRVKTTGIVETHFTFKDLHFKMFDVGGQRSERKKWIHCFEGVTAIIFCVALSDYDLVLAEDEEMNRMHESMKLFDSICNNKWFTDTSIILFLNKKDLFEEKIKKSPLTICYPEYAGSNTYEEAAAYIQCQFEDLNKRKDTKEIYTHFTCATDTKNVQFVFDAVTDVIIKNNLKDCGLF
RECQ1 inh: qHTS Assay for Inhibitors of RecQ-Like Dna Helicase 1 (RECQ1); RECQ1 DNA unwinding, red fluorescence kinetic read; actives 0.54% (n = 240,000); Potency, µM (top dose mostly 57.3 µM), without a hit: at the highest dose activity, negative = inhibition, most hits filed as inhibitors; AID 2549, 2010;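 also: plate controls were vehicle for no effect and no enzyme for full effect; nearly all actives have a fitted effect of over 30% in size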
Target sequence (P46063 whole entry, looked up): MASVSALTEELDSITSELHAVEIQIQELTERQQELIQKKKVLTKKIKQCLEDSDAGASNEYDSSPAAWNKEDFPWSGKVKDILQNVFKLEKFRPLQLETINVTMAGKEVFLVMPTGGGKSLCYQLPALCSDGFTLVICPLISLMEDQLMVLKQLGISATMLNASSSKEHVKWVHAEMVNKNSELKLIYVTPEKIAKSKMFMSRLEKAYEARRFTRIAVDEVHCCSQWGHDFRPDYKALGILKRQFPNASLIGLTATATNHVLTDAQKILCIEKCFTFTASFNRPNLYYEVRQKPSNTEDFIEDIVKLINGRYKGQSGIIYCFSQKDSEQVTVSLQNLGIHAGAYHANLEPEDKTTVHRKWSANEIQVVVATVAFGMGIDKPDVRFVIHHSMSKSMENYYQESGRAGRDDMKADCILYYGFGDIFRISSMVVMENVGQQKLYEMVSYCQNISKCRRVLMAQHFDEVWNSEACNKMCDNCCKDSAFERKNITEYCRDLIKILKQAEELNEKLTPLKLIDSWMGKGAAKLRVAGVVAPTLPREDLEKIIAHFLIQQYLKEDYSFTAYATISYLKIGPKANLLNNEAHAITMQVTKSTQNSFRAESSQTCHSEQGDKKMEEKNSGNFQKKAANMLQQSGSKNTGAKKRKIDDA
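50 nM RECQ1T1 preincubated 15 min with compound in Tris pH 8.0 buffer with MgCl2, DTT, Tween-20 and 2.5 ug/ml poly(dI-dC); started with 200 nM TAMRA/BHQ-2 forked duplex and 2 mM ATP. Unwinding read as fluorescence (525/598 nm), two reads 2 h apart.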
Epigenetic derep: Quantitative High-Throughput Screen for Regulators of Epigenetic Control | Potency, µM (titrated, usually from 53.9 µM), inactives show top-dose GFP activation, usual class: activators | murine LDR cells, GFP reporter derepression, 30 h | actives 0.2% (n = 280,000); also: % of control where 0% means no effect; nearly all actives have a fitted effect of over 60% in size
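Reporter derepression read as number of fluorescent GFP-positive objects, 20-120 um in size, counted by laser-scanning cytometer. Mouse LDR line with an epigenetically silenced CMV-GFP locus; compound incubation 30 h, 37 C.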
JMJD2E inh: qHTS Assay for Inhibitors of Human Jumonji Domain Containing 2E (JMJD2E); Lysine-specific demethylase 4E (Homo sapiens), B2RXH2; JMJD2E catalytic domain, FDH-coupled NADH fluorescence (FDH is formaldehyde dehydrogenase); Potency, µM (titrated, usually from 57.1 µM), for inactives: at the top dose activity change, negative = inhibition, actives largely listed as inhibitors; actives 1.6% (n = 230,000); AID 2147, 2009; active = well fitted inhibition curve with a large enough effect, not every such curve was filed as active; inconclusive = small, poorly fitted or top-dose-only effect, or another doubt; inactive = no such curve, though single readings can be large or run the other way;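 also: 0% = wells with enzyme and -100% = buffer wells without enzyme; nearly all actives have a fitted effect of over 50% in size; many of its hits are not listed in these tables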
SMN2 splice up: qHTS Assay for Enhancers of SMN2 Splice Variant Expression; HEK293 SMN2-luciferase splicing reporter, luminescence, 30-36 h; Potency, µM (series often up to 46.1 µM), without a hit: at the highest dose activity change, positive = activation, actives largely listed as activators; actives 2.8% (n = 210,000); AID 1458, 2008; also: % of control where 0% means no effect; nearly all actives have a fitted effect of over 55% in size
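qHTS luciferase splicing reporter: luminescence rises when SMN2 exon 7 is included in transfected HEK293 cells. Compound exposure lasted 30-36 h at 37C, with 4.5 mM final sodium butyrate as control, followed by a ONE-Glo read.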
NPSR antag: qHTS Assay for Antagonists of the Neuropeptide S Receptor: cAMP Signal Transduction | Potency, µM (highest dose often 38.3 µM), for the others: top-dose activity change, negative = inhibition, most hits filed as inhibitors | actives 1% (n = 220,000) | CHO-NPSR cells, cAMP TR-FRET, antagonist mode | Q6W5P4; also: % is scaled to controls: 0 for no effect and ±100 for the full control effect; nearly all actives have a fitted effect of over 50% in size; many of its hits are not listed in these tables
* marks the source's active call; other numbers are inactive results; i = inactive; ? = inconclusive; · = not tested or not shown; & = joins results of further samples; [ ] = another dose, or the depositor's remark. Unless noted, calls follow the shape of the dose curve; as a rule, active = well fitted curve in the direction sought with a large enough effect; inconclusive = small, poorly fitted or top-dose-only effect, or another doubt; inactive = no such curve, though single readings can be large; an effect the other way counts as inactive or inconclusive. Potency is read from the fitted curve at half-maximal effect.

SMILES | Luc counter | IMPase Li inh | RGS12 GoLoco inh | RECQ1 inh | Epigenetic derep | JMJD2E inh | SMN2 splice up | NPSR antag
CN1CCN(C(=O)CCCOc2ccc(Cl)cc2Cl)CC1 | -3% | 17%[38.3 µM] | 14% | -7% | -2.6% | 0% | -14% | -16%[46.1 µM]
Cc1ccc(NC(=O)COc2ccc(S(=O)(=O)N3CCOCC3)cc2)cc1 | -4% | -17%[38.3 µM] | -5% | -12% | -0.2% | 14% | -16% | -7%[46.1 µM]
Cc1cc(C)nc(CCNC(=O)c2cc(COc3ccc(F)cc3F)on2)n1 | · | -6% | 6% | i | -0.2% | 4% | · | -21%
COc1ccc(C(=O)Nc2nc3ccccc3c(=O)[nH]2)cc1 | -11% | 29%[38.3 µM] | 6% | 11% | 3.0% | 1% | 13µM* | -10%[46.1 µM]
CN(C(=O)CO/N=C/c1ccc(OC(F)F)cc1)C1CCS(=O)(=O)C1 (stereo not given) | 0% | -3% | 0% | 0% | 0.9% | -12% | 4% | 11%
O=C(NCc1ccco1)c1nc2ncccn2n1 | -2% | -8%[38.3 µM] | 7% | -6% | 0.0% | -2% | -6% | -6%[46.1 µM]
Cc1nnc(C)n1/N=C/c1cccc(Oc2ccccc2)c1 | 1% | 1% | 0% | 3% | -0.8% | -8% | -7% | -14%[46.1 µM]
CCOC(=O)CN1C(=O)S/C(=C/c2cc(C)n(-c3ccccn3)c2C)C1=O | 0% | 21%[38.3 µM] | 5% | -19% | -0.5% | -11% | -6% | -4%[46.1 µM]
O=C(NC(=S)Nc1cccc2cccnc12)c1ccccc1 | -2% | -33%[38.3 µM] | 1% | -11% | 0.0% | 5% | 0% | ?
COc1ccc(C(=O)CN2C(=O)NC3(CCCc4ccccc43)C2=O)cc1OC (stereo not given) | 2% | 2% | 4% | -7% | -1.0% | -9% | 4% | -1%[46.1 µM]

Quoted at random: two entries already listed.
SMILES | Luc counter | IMPase Li inh | RGS12 GoLoco inh | RECQ1 inh | Epigenetic derep | JMJD2E inh | SMN2 splice up | NPSR antag
Cc1ccc(NC(=O)COc2ccc(S(=O)(=O)N3CCOCC3)cc2)cc1 | -4% | -17%[38.3 µM] | -5% | -12% | -0.2% | 14% | -16% | -7%[46.1 µM]
COc1ccc(C(=O)Nc2nc3ccccc3c(=O)[nH]2)cc1 | -11% | 29%[38.3 µM] | 6% | 11% | 3.0% | 1% | 13µM* | -10%[46.1 µM]

Next section.
SMILES | Luc counter | IMPase Li inh | RGS12 GoLoco inh | RECQ1 inh | Epigenetic derep | JMJD2E inh | SMN2 splice up | NPSR antag
O=C(NCc1ccco1)c1ccc(Oc2ccccc2)cc1 | 0% | 32%[activator][38.3 µM] | 13% | i | -3.2% | -1% | 0% | -16%[46.1 µM]
COc1ccc(/C=C/C(=O)NCc2nc3ccccc3[nH]2)cc1OC | 0% | 11% | 11% | -11% | -0.2% | ? | -16% | -2%
Cc1ccccc1NS(=O)(=O)c1cc(C(=O)N2CCCC2)ccc1C | -3% | 1% | 1% | -7% | 0.0% | 4% | -1% | 5%[46.1 µM]
CC(=O)NS(=O)(=O)c1ccc(N=NN2CCCCC2)cc1 | -2% | 0% | 2% | 3% | 0.0% | 3% | 2% | -2%
Cc1noc(C)c1C(=O)OCC(=O)NCCc1ccc(Cl)cc1 | -7% | -8%[38.3 µM] | 13% | -8% | 1.1% | -1% | -18% | -6%[46.1 µM]
Cc1ccc(S(=O)(=O)N2CCCC2c2nc3ccccc3s2)cc1 (stereo not given) | -5% | 5%[38.3 µM] | -4% | -8% | -1.6% | -1% | -4% | -25%[46.1 µM]
Cc1cc(N2CCOCC2)nc(N2CCOCC2)n1 | -1% | -1% | 7%&-2% | 25%&-4% | -1.1%&7.6% | -2%&1% | · | 11%&-18%
Cc1cc2c(ncn2C(C)C)c(N)c1C | 1% | 22%[38.3 µM] | -3% | -2% | 1.2% | -2% | ? | -21%[46.1 µM]
COc1cccc(CNC(=O)c2cc3ccccn3n2)c1 | 0% | 3%[38.3 µM] | 1% | i | -5.0% | ? | -11% | -6%[46.1 µM]
O=C(CCCN1C(=O)/C(=C\c2cccs2)SC1=S)Nc1cccc(C(=O)O)c1 | 0% | -3% | 17% | -5% | 4.5% | 4% | 9% | -17%
CCCC(CCC)=NNC(=O)CN(Cc1ccccc1)S(=O)(=O)c1ccccc1 | -1% | 12% | 4% | -4% | -0.9% | -2% | 28%[1.84 µM] | 1%
CCN(CC)CCNC(=O)c1cn(CC)c2ccc(S(=O)(=O)N(C)C)cc2c1=O | 0% | 9%[38.3 µM] | 1% | -7% | -0.2% | 1% | -13% | -7%[46.1 µM]
CC(C(=O)NCc1ccco1)c1ccc([N+](=O)[O-])cc1 (stereo not given) | 1% | -2% | 9% | i | -0.8%[10.1 µM] | -25% | -8% | 4%
Cn1c(=O)cc(SCC(=O)NCc2cccnc2)c2ccccc21 | 1% | -8% | 3% | -6% | -2.0% | ? | ? | -7%[46.1 µM]
CC1Cc2ccccc2N1C(=O)CSc1nnnn1C (stereo not given) | 5% | 26%[38.3 µM] | 15% | -6% | 2.8% | 13% | 1% | 10%[46.1 µM]
O=C(Nc1c2ccccc2nc2ccccc12)C(Cl)(Cl)Cl | -6% | -8%[38.3 µM] | -3% | 6% | -0.5% | ? | -66%[inhibitor] | -8%[46.1 µM]
O=C(CSc1nc2c(c(=O)n1-c1ccc(F)cc1)SCC2)N1CCCC1 | 5% | 9%[38.3 µM] | -2% | -7% | 0.0% | 1% | 1% | -9%[46.1 µM]
NC(=O)NNc1ncc(C(F)(F)F)cc1Cl | -2% | -11% | 13% | -9% | 0.2% | 3% | -9% | 8%
O=S1(=O)c2ccccc2N=NN1Cc1cc(Cl)cc(Cl)c1 | 12% | -20%[38.3 µM] | -22% | i | -1.6% | 0% | -16% | -5%[46.1 µM]
CC(C)(C)OC(=O)COc1cc(O)c2c(=O)cc(-c3ccccc3)oc2c1 | · | · | · | -6% | 0.0% | -14% | · | -28%[46.1 µM]
S=C1NC2(CCCCC2)N=C1c1ccccc1 | -3% | -4% | -3% | 1% | 0.0% | 0% | -7% | 8%
O=C(COc1ccc(S(=O)(=O)NCCc2ccccc2)cc1)N1CCCC1 | 4% | 35%[activator][38.3 µM] | 4% | i | 0.0% | 3% | -5% | -9%[46.1 µM]
Cc1cccc(C)c1Nc1nc2ccccc2o1 | 0% | 12%[38.3 µM] | 5% | -2% | 0.1% | -6% | -15% | -20%[46.1 µM]
CC(Oc1ccc(NC(=O)c2ccco2)cc1)C(=O)N1c2ccccc2CC1C (stereo not given) | -2% | 24%[38.3 µM] | 44%[activator] | -8% | 9.0% | 0% | -26% | ?
O=C(c1nsc(Cl)c1Cl)N1CCCCC1 | -2% | -8%[38.3 µM] | -2% | -10% | -2.4% | -2% | -1% | -23%[46.1 µM]
C/C(=N\NC(=S)NCCc1ccccc1)c1ccc(C#N)cc1 | 5% | 8%[38.3 µM] | 1% | -14% | 1.0% | -2% | -22% | -18%[46.1 µM]
CC(C)Oc1ccc(C(=O)Nc2ccc(N3CCCC3)cc2)cc1 | -3% | 7% | -6% | 0% | -0.9% | 0% | -25% | -10%[46.1 µM]
Cc1nc(Sc2ccccc2)c(C#N)cc1-c1ccccc1 | -3% | 8%[38.3 µM] | 3% | -7% | 1.3% | -8% | 0% | -27%[46.1 µM]
O=C(c1n[nH]c2ccccc12)N1CCN(c2ccc(F)cc2)CC1 | -1% | 0% | 9% | -3% | -1.4% | 5% | -12% | -14%
COc1ccccc1NS(=O)(=O)c1ccc(/C=C/C(=O)O)cc1 | 2% | 6% | 4% | -2% | 0.0% | -4% | 15% | 0%

As a working copy, some entries already given:
SMILES | Luc counter | IMPase Li inh | RGS12 GoLoco inh | RECQ1 inh | Epigenetic derep | JMJD2E inh | SMN2 splice up | NPSR antag
O=C(COc1ccc(S(=O)(=O)NCCc2ccccc2)cc1)N1CCCC1 | 4% | 35%[activator][38.3 µM] | 4% | i | 0.0% | 3% | -5% | -9%[46.1 µM]
Cc1cccc(C)c1Nc1nc2ccccc2o1 | 0% | 12%[38.3 µM] | 5% | -2% | 0.1% | -6% | -15% | -20%[46.1 µM]
CC(Oc1ccc(NC(=O)c2ccco2)cc1)C(=O)N1c2ccccc2CC1C (stereo not given) | -2% | 24%[38.3 µM] | 44%[activator] | -8% | 9.0% | 0% | -26% | ?
O=C(c1nsc(Cl)c1Cl)N1CCCCC1 | -2% | -8%[38.3 µM] | -2% | -10% | -2.4% | -2% | -1% | -23%[46.1 µM]

Carrying on.
SMILES | Luc counter | IMPase Li inh | RGS12 GoLoco inh | RECQ1 inh | Epigenetic derep | JMJD2E inh | SMN2 splice up | NPSR antag
CCCCCCC1CC(=O)NC(=O)N1 (stereo not given) | · | · | 11% | -2% | 1.6% | 4% | · | -11%
COc1cccc(-c2nnc(-c3ccc(C(F)(F)F)cc3)o2)c1 | -1% | 3% | -4% | -6% | -1.1% | ? | 22µM* | ?
O=C1NC(=O)/C(=C\c2cn(Cc3ccccc3F)c3ccccc23)N1 | -1% | 5% | -23% | -18% | -0.1% | -21% | -46%[inhibitor] | -21%
Cc1ccc(C)c(N=C2CCCN2Cc2ccccc2)c1C#N | 2% | 15% | 7% | 1% | -1.1% | 1% | -31%[inhibitor] | -30%
CCOC(=O)c1ccc(Nc2ccc(-c3ccc(OC)c(OC)c3)nn2)cc1 | 2% | 15%[38.3 µM] | 6% | i | -1.4% | -8% | -6% | -7%[46.1 µM]
CCOC(=O)C1=C(c2cccc(F)c2)NC(=S)NC1C (stereo not given) | -1% | 16%[38.3 µM] | 3% | -5% | 2.0% | 1% | -7% | -8%[46.1 µM]
Cc1ccc(-c2nnn(CC(=O)N(c3ccccc3)C(C(=O)NC(C)(C)C)c3cccs3)n2)o1 (stereo not given) | -1% | -3% | -2% | i | 5.9% | -3% | 2% | -6%[46.1 µM]
Cc1ccc(CN2CCN(Cc3ccccc3-c3ccco3)CC2CCO)o1 (stereo not given) | 0% | 15% | -2% | -7% | -1.1% | -7% | · | 14%

Some of the compounds tested. The share of hits here may be higher or lower than overall.
